NPSR antag: qHTS Assay for Antagonists of the Neuropeptide S Receptor: cAMP Signal Transduction; Q6W5P4; CHO-NPSR cells, cAMP TR-FRET, antagonist mode; Potency, µM (highest dose often 38.3 µM), for the others: top-dose activity change, negative = inhibition, actives largely listed as inhibitors; actives 1% (n = 220,000); further: potency means the concentration at half of the fitted maximal effect; on the % scale 0 is the no-effect control and ±100 the full control effect; nearly all actives have a fitted effect of over 50% in size; many of its hits are not listed in these tables
Target sequence (Q6W5P4 whole entry, looked up): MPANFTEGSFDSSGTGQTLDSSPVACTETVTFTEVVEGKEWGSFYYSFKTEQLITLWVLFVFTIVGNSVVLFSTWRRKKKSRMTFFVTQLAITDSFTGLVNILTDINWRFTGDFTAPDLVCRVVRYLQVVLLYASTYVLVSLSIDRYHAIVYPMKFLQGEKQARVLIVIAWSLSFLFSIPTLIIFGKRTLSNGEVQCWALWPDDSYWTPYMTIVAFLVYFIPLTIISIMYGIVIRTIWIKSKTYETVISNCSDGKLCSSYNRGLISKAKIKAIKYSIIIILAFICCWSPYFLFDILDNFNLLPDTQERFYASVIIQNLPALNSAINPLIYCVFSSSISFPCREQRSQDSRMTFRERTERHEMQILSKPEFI
Lamin A splicing: qHTS Assay for Modulators of Lamin A Splicing; actives 0.01% (n = 200,000); Potency, µM (titrated, usually from 46.1 µM), inactives show top-dose ratio change, negative = inhibition, hits mostly inhibitors; AID 1487, 2009; HeLa LMNA splicing GFP/RFP minigene ratio, 48 h; active means well fitted inhibition curve with a large enough effect in the signal ratio, with a control signal flat, not every such curve was filed as active; inconclusive means small, poorly fitted or top-dose-only effect, or effect the other way, or a change in a side signal; the % refers to the signal ratio; further: potency means the concentration at half of the fitted maximal effect; on the % scale 0 is the no-effect control and ±100 the full control effect
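S3 HeLa cells stably expressing lamin A-EGFP splicing minigene plus DsRed2, 600 cells/well, 48 h compound exposure at 37C. Laser-scanning cytometry; analysed as GFP (500-530 nm)/RFP (575-640 nm) total intensity ratio; 0.5% DMSO vehicle.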
Epigenetic reg: Quantitative High-Throughput Screen for Regulators of Epigenetic Control; AID 1865, 2009; actives 0.2% (n = 280,000); murine LDR cells, GFP reporter derepression, 30 h; Potency, µM (top dose mostly 53.9 µM), without a hit: at the highest dose GFP activation, hits mostly activators; further: potency means the concentration at half of the fitted maximal effect; % of control where 0% means no effect; nearly all actives have a fitted effect of over 60% in size
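Murine LDR cells carrying a silenced, genomically integrated CMV-driven GFP reporter were exposed to compound for 30 hours at 37 C. After PBS washes, GFP-positive cells (20–120 um objects) were counted by laser-scanning microplate cytometry.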
Luc counter: Counterscreen for Luciferase (Kinase-Glo TM) Inhibition; Kinase-Glo luciferase, ATP luminescence, 8 min; Luciferin 4-monooxygenase (Photuris pensylvanica), Q27757; Potency, µM (top dose mostly 38.3 µM), for the others: at the top dose activity change, negative = inhibition, hits mostly inhibitors; actives 0.28% (n = 200,000); further: potency means the concentration at half of the fitted maximal effect; on the % scale 0 is the no-effect control and ±100 the full control effect; nearly all actives have a fitted effect of over 60% in size
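Inhibition of Kinase-Glo luciferase light generation was assessed at 10 uM ATP in pH 7.2 imidazole buffer, with luminescence measured after eight minutes at ambient temperature.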
HttQ103 aggreg: qHTS Multiplex Assay to Identify Dual Action Probes in a Cell Model of Huntington: Aggregate Formation (GFP); PC12 HttQ103-GFP aggregates, Acumen cytometry, 40 h; Potency, µM (series often up to 46.1 µM), for inactives: top-dose activity change, negative = inhibition, most hits filed as inhibitors; actives 1.1% (n = 220,000); AID 1688, 2009; further: potency means the concentration at half of the fitted maximal effect; on the % scale 0 is the no-effect control and ±100 the full control effect; nearly all actives have a fitted effect of over 60% in size
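Read-out: GFP aggregate count by laser scanning cytometer (488 nm excitation, 500-530 nm emission, 1–25 µm objects >6 SD above background). Cells: PC12, inducible HTTex1-Q103-GFP, 100 nM tebufenozide; compounds titrated.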
IMPase Li cell: qHTS Assay for Identifying the Cell-Membrane Permeable IMPase Inhibitors: Potentiation with Lithium; CHO-M1 cells, IP1 TR-FRET (IP-One), carbachol + lithium; Potency, µM (series often up to 59.4 µM), for the others: at the highest dose activity, negative = IMPase inhibition, most hits filed as inhibitors; actives 0.35% (n = 210,000);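 further: IP1 builds up when IMPase is blocked and the TR-FRET signal falls; potency means the concentration at half of the fitted maximal effect; plate controls were basal vehicle for no effect and high inhibitor control for full effect; nearly all actives have a fitted effect of over 50% in size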
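IP1 accumulation measured by competitive TR-FRET in lysed CHO-M1 cells after 30 min compound exposure at 37C, with a small lithium addition to potentiate weak responses. Hill-equation AC50 from ratio and donor-channel data.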
CBFb RUNX1 block: qHTS Assay for Compounds Blocking the Interaction Between CBF-beta and RUNX1 for the Treatment of Acute Myeloid Leukemia. AlphaScreen CBFb-His/RUNX1-biotin binding, biochemical. Runt-related transcription factor 1 (Homo sapiens) + Core-binding factor subunit beta …. 230,000 tested, under 10 active. Potency, µM (series often up to 59.8 µM), for inactives: at the top dose activity, negative = inhibition, most hits filed as inhibitors; further: % of control where 0% means no effect
Target sequence (Q01196 whole entry, looked up): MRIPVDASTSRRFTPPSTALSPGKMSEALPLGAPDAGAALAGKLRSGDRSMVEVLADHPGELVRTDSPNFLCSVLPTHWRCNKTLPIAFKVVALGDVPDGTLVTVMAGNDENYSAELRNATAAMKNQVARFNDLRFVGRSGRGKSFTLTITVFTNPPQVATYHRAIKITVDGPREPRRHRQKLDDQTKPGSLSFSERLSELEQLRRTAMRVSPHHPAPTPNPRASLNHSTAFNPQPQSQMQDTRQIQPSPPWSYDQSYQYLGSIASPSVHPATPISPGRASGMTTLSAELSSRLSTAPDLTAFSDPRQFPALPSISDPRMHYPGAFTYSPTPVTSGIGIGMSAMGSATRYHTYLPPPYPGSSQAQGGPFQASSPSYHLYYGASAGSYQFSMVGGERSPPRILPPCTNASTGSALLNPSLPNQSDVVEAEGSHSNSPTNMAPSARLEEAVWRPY
Target sequence (Q13951 whole entry, looked up): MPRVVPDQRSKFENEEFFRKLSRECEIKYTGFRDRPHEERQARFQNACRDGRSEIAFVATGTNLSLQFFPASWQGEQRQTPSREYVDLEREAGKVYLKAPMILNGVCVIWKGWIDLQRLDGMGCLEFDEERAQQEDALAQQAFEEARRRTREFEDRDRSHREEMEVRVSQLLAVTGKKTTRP
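Bead-based AlphaScreen assay; binding partners His-tagged CBF-beta and biotinylated RUNX1 at 30 nM each. Compound exposure 15 min after a 20-min protein preincubation; bead step 90 min; all steps at room temperature.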
The depositor's hits bear a star; [ ] = dose if it differs, or a comment. Unless noted, the call rests on the fitted dose curve; in most records, active means well fitted curve in the direction sought with a large enough effect; inconclusive means small, poorly fitted or top-dose-only effect, or another doubt; inactive means no such curve, though single readings can be large; an effect the other way counts as inactive or inconclusive. Only part of the results is shown, so the mix of outcomes need not match the whole.

`O=C(Nc1ccccc1C(=O)NC1CCCC1)NC1CCCC1` gave NPSR antag 1%[46.1 µM], Lamin A splicing -4%, Epigenetic reg -1.0%, Luc counter -4%, HttQ103 aggreg -16%, IMPase Li cell 23%[38.3 µM] and CBFb RUNX1 block 7%.
Screening COc1ccc(NC(=O)C(Sc2nnc3ccccn23)c2ccccc2)cc1Cl (configuration not stated) returned NPSR antag 2%, Lamin A splicing -10%, Epigenetic reg 4.2%, Luc counter -3%, HttQ103 aggreg 14%, IMPase Li cell -6% and CBFb RUNX1 block -1%.
For COCCNc1c2c(c(C#N)c3nc4ccccc4n13)CCCC2 the results were NPSR antag -30%, Epigenetic reg 3.2%, Luc counter 1%, HttQ103 aggreg 13%, IMPase Li cell 0% and CBFb RUNX1 block -17%.
For Cc1noc(NS(=O)(=O)c2ccc(NC(=O)CCN3C(=O)c4ccccc4C3=O)cc2)c1C the results were NPSR antag 6%, Lamin A splicing 10%[46 µM], Epigenetic reg 0.0%, Luc counter -1%, IMPase Li cell -1% and CBFb RUNX1 block 2%.
For CCOC(=O)c1cc2occc2n1Cc1c(F)cccc1Cl the results were NPSR antag -10%[46.1 µM], Lamin A splicing -9%, Epigenetic reg 1.0%, Luc counter 0%, HttQ103 aggreg -8%, IMPase Li cell 11%[38.3 µM] and CBFb RUNX1 block 1%.
Screening CCOC(=O)C1=C(C)N(C)C(C)=C(C(=O)OCC)C1c1ccccn1 returned NPSR antag -8%[46.1 µM], Lamin A splicing -7%, Epigenetic reg -8.3%, Luc counter 8%, HttQ103 aggreg 2%, IMPase Li cell 19% and CBFb RUNX1 block 4%.
`CN(C)c1ccc(/C=C/C(O)=C2/C(=O)N(C)C3(C)CC2c2ccccc2O3)cc1` (configuration not stated) gave NPSR antag -14%[46.1 µM], Lamin A splicing -21%, Epigenetic reg inconclusive, Luc counter -5%, HttQ103 aggreg 31%, IMPase Li cell 22%[38.3 µM] and CBFb RUNX1 block 29%.
`CCOC(=O)N1CCC(N2CCN(S(=O)(=O)c3ccc4ccccc4c3)CC2)CC1` gave NPSR antag -16%[46.1 µM], Lamin A splicing inconclusive, Epigenetic reg -0.2%, Luc counter -1%, HttQ103 aggreg inconclusive, IMPase Li cell 12%[38.3 µM] and CBFb RUNX1 block -1%.
COc1ccccc1-c1n[nH]c(=S)n1N was read as NPSR antag 14%, Epigenetic reg -0.2%, HttQ103 aggreg 7%, IMPase Li cell -17% and CBFb RUNX1 block 2%.
Screening Cc1ccccc1C(=O)Nc1ccc(S(=O)(=O)N2CCN(C)CC2)cc1 returned NPSR antag -4%[46.1 µM], Lamin A splicing 2%, Epigenetic reg -0.8%, Luc counter 0%, HttQ103 aggreg -20%, IMPase Li cell 17%[38.3 µM] and CBFb RUNX1 block -6%.
Screening CC(C)(C)C(=O)NC(=S)NCCc1ccccc1 returned NPSR antag -14%[46.1 µM], Lamin A splicing -6%, Epigenetic reg 0.0%, Luc counter -1%, HttQ103 aggreg 4%, IMPase Li cell 34%[activator][38.3 µM] and CBFb RUNX1 block 5%.
O=C1CSC(c2cccnc2)N1CC1CC1 (configuration not stated) was read as NPSR antag 11%, Epigenetic reg 1.4%, HttQ103 aggreg -3%[9.22 µM] and CBFb RUNX1 block 7%.
`O=c1[nH]c(SCc2nc3c(cnn3-c3ccccc3)c(=O)[nH]2)nc2ccccc12` gave NPSR antag -12%[46.1 µM], Lamin A splicing -47%, Epigenetic reg -3.1%, Luc counter -1%, HttQ103 aggreg 5%, IMPase Li cell inconclusive and CBFb RUNX1 block 8%.
COC(=O)c1ccc(CSc2nc3ccccc3s2)o1 was read as NPSR antag -18%[46.1 µM], Lamin A splicing -7%, Epigenetic reg -3.4%, Luc counter 1%, HttQ103 aggreg 5%, IMPase Li cell 10% and CBFb RUNX1 block 12%.
For Cn1c(=O)[nH]c(=O)c2c1nc(N1CCCCC1)n2C/C=N/Nc1ccc(C(=O)O)cc1 the results were NPSR antag -7%[7.67 µM], Epigenetic reg 0.0%, HttQ103 aggreg 3%[9.22 µM] and CBFb RUNX1 block 4%.

Entries above that have an aryl methoxy group (two):
Screening COc1ccc(NC(=O)C(Sc2nnc3ccccn23)c2ccccc2)cc1Cl (configuration not stated) returned NPSR antag 2%, Lamin A splicing -10%, Epigenetic reg 4.2%, Luc counter -3%, HttQ103 aggreg 14%, IMPase Li cell -6% and CBFb RUNX1 block -1%.
COc1ccccc1-c1n[nH]c(=S)n1N was read as NPSR antag 14%, Epigenetic reg -0.2%, HttQ103 aggreg 7%, IMPase Li cell -17% and CBFb RUNX1 block 2%.

Later entries
Cc1ccc(-n2c3c(c(O)c(-c4ccccc4)c2=O)C(=O)CC(C)(C)C3)cc1 was read as NPSR antag -32%, Lamin A splicing inconclusive, Epigenetic reg 14%, Luc counter 2%, HttQ103 aggreg -20%, IMPase Li cell -3% and CBFb RUNX1 block 3%.
CC(=O)c1ccc(OCC(O)CN2CCN(c3ccccn3)CC2)cc1 (configuration not stated) was read as NPSR antag inconclusive, Lamin A splicing 19%, Epigenetic reg 1.0%, Luc counter -4%, HttQ103 aggreg -2%, IMPase Li cell 3%[38.3 µM] and CBFb RUNX1 block 1%.
Screening O=C1c2cccc3cccc(c23)C(=O)N1CC1CCN(S(=O)(=O)c2ccc(F)cc2)CC1 returned NPSR antag -18%[46.1 µM], Lamin A splicing inconclusive, Epigenetic reg 0.0%, Luc counter 1%, HttQ103 aggreg -6%, IMPase Li cell 6% and CBFb RUNX1 block 1%.
For COc1ccc(NC(=O)Cn2cc(C(=O)c3ccco3)c3ccccc32)cc1 the results were NPSR antag -18%[46.1 µM], Lamin A splicing -3%, Epigenetic reg -1.0%, HttQ103 aggreg -2% and CBFb RUNX1 block -2%.
For COC(=O)c1c(NC(NC(=O)C(C)C)C(Cl)(Cl)Cl)sc2c1CCC2 (configuration not stated) the results were NPSR antag inconclusive, Lamin A splicing inconclusive, Epigenetic reg -1.8%, Luc counter 0%, HttQ103 aggreg 16%, IMPase Li cell 3% and CBFb RUNX1 block -3%.
For Nc1cc(C(=O)OCC(=O)NCC2CCCO2)ccc1Cl (configuration not stated) the results were NPSR antag -5%[46.1 µM], Lamin A splicing 3%, Epigenetic reg 0.3%, Luc counter -8%, HttQ103 aggreg 6%, IMPase Li cell -29%[38.3 µM] and CBFb RUNX1 block -7%.
Screening Cc1ccc(C)c(S(=O)(=O)N2CCN(Cc3ccc(O)c4ncccc34)CC2)c1 returned NPSR antag -13%, Lamin A splicing inconclusive, Epigenetic reg inconclusive, Luc counter 2%, HttQ103 aggreg inconclusive, IMPase Li cell 11% and CBFb RUNX1 block inconclusive.
O=C(Nc1nnc(-c2ccccc2)o1)c1cc(Cl)sc1Cl was read as NPSR antag 20%, Lamin A splicing inconclusive, Epigenetic reg -1.3%, Luc counter -2%, HttQ103 aggreg -2%, IMPase Li cell -1% and CBFb RUNX1 block 14%.
c1ccc(Cn2nnc3cnccc32)cc1 was read as NPSR antag -11%[46.1 µM], Lamin A splicing -3%, Epigenetic reg -4.1%, Luc counter 0%, HttQ103 aggreg 13%, IMPase Li cell -6%[38.3 µM] and CBFb RUNX1 block 24%.
COc1cc(CCCN2C(N)=NC[C@@H]2Cc2ccccc2)cc(OC)c1OC was read as NPSR antag 8%, Epigenetic reg 0.0%, HttQ103 aggreg 20%[9.22 µM] and CBFb RUNX1 block 12%.
`CCOc1ccc(NC(=O)c2cc3n(n2)C(C(F)(F)F)CC(c2ccco2)N3)cc1` (configuration not stated) gave NPSR antag -9%[46.1 µM], Lamin A splicing -6%, Epigenetic reg -0.7%, Luc counter -1%, HttQ103 aggreg 6%, IMPase Li cell -7%[38.3 µM] and CBFb RUNX1 block -1%.
For COc1ccc(NC(=O)c2ccccc2SC)cc1 the results were NPSR antag 11%, Epigenetic reg 1.1%, Luc counter -28%, HttQ103 aggreg 17%, IMPase Li cell 6% and CBFb RUNX1 block -4%.
`O=C(/C(=C(\O)c1ccccc1)c1ncc[nH]1)c1ccccc1` gave NPSR antag 12%, Epigenetic reg -1.3%, Luc counter 1%, HttQ103 aggreg -2%, IMPase Li cell 2% and CBFb RUNX1 block 0%.
`CCCCC(=O)Nc1cccc(C(=O)N/N=C/c2ccc(OC)cc2OC)c1` gave NPSR antag -6%, Lamin A splicing 1%, Epigenetic reg -5.1%, Luc counter -3%, HttQ103 aggreg -7%, IMPase Li cell 7% and CBFb RUNX1 block 5%.
Screening CCN1C(=O)c2ccccc2Sc2ccc(C(=O)NCCN3CCOCC3)cc21 returned NPSR antag 10%, Lamin A splicing 2%, Epigenetic reg 5.6%, Luc counter 0%, HttQ103 aggreg -5%, IMPase Li cell 13% and CBFb RUNX1 block -2%[2.36 µM].
COc1ccc(-c2nc3cnccn3c2Nc2ccc3c(c2)OCO3)cc1 was read as NPSR antag -13%, Lamin A splicing inconclusive, Epigenetic reg -1.0%, Luc counter -4%, HttQ103 aggreg -13%, IMPase Li cell 13% and CBFb RUNX1 block -21%.
Cc1c(C#N)c2ncnc(N)c2n1-c1ccccc1 was read as NPSR antag 15%[46.1 µM], Lamin A splicing -16%, Epigenetic reg 3.6%, Luc counter -9%, HttQ103 aggreg -22%, IMPase Li cell -17%[38.3 µM] and CBFb RUNX1 block 11%.
For CCCC(=O)NCCc1cc(OC)c(OC)cc1Br the results were NPSR antag 13%, Lamin A splicing 3%, Epigenetic reg 0.0%, Luc counter 3%, HttQ103 aggreg -13%, IMPase Li cell -1% and CBFb RUNX1 block 3%.
`C=CCC1NCCc2c(Br)cccc21` (configuration not stated) gave NPSR antag -1%, Lamin A splicing inconclusive, Epigenetic reg -0.6%, Luc counter 3%, HttQ103 aggreg -12%, IMPase Li cell 1% and CBFb RUNX1 block -7%.
Screening CCN(/N=C/c1ccccc1)c1cc(=O)n(C)c(=O)[nH]1 returned NPSR antag 7%, Lamin A splicing inconclusive, Epigenetic reg 0.0%, Luc counter -1%, HttQ103 aggreg 21%, IMPase Li cell -4% and CBFb RUNX1 block -7%.

Source: PubChem
